# FXN GAA850 act: FXN promoter activators, primary screen, cell-based, luciferase luminescence, HEK293 lucGAA850 | HEK293 lucGAA850 FXN promoter luciferase reporter, 24 h; percent of 10 µM SAHA response | 360,000 compounds, 0.56% hits | activation, % at 6 µM;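 active = activation above the average of all compounds screened plus 3 SD, cutoff fixed separately per campaign, cut at about 7.5% in these data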;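 note: 0% = DMSO wells and 100% = 10 µM SAHA wells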
# SMARCA2 activ: SMARCA2 (BRM) function activators, primary screen, cell-based, luminescence, high throughput; MG213 cells, MMTV-luciferase reporter, dexamethasone, overnight; activation, % at 9.1 µM; 370,000 compounds, 1% hits; in the data active = activation above about 7.8%;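 note: 0% = vehicle wells and 100% = reference activator wells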
# hcDAF12 agonist: H. contortus DAF-12 nuclear receptor activators, primary screen, cell-based, luminescence, HEK293, lit1-tk-luc reporter. HEK293 hcDAF-12 lit1-tk-luc reporter; 0% DMSO, 100% Δ7-dafachronic acid. activation, % at 6.8 µM. 370,000 compounds, 1.4% hits;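 active = activation above the mean of all tested compounds plus 3 SD, cut at about 5.5% in these data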;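 note: 100% = response to 3 µM Δ7-dafachronic acid high control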
# KLK7 zymogen act: proKLK7 zymogen activators, primary screen, biochemical, fluorescence intensity | purified proKLK7, EDANS-DABCYL substrate fluorescence; 100% is mature enzyme control, 0% vehicle | activation, % at 7 µM | Kallikrein-7 (Homo sapiens), P49862 | AID 652039, 2013 | 370,000 compounds, 0.9% hits;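 active = activation above the mean of all tested compounds plus 3 SD, computed per campaign excluding outliers beyond control limits, cut at about 13% in these data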
# Target sequence (P49862 whole entry, looked up): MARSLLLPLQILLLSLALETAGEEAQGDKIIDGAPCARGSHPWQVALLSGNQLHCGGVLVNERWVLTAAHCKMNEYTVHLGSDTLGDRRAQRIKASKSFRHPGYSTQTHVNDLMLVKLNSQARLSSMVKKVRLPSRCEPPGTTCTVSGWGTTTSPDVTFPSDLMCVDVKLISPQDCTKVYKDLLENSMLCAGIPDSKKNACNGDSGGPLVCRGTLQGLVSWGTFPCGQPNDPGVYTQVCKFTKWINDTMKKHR
# DAX1 inh-1: DAX1 (NR0B1) inhibitors on StAR promoter, primary screen, cell-based, luminescence, SF-1 (NR5A1), full-length DAX-1; HEK293T StAR-luciferase reporter, SF-1/DAX-1 repression relief; inhibition, % at 6.8 µM; 370,000 compounds, 1.1% hits; AID 652010, 2013;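 active = inhibition above the mean over all tested compounds plus 3 SD, cut at about 3.6% in these data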;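 note: 0% = DAX-1 cells with DMSO and 100% = cells lacking DAX-1 with DMSO; higher inhibition means more luminescence from relief of DAX-1 repression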
# NPR2 activator: human GC-B receptor activators, primary screen, HEK293 GC-B cells, cGMP TR-FRET, EC30 CNP | 0% at EC30 CNP, 100% saturating CNP | 370,000 compounds, 0.11% hits | activation, % at 10 µM;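 active = activation at 10 µM reaching about 35% in either raw or pattern-adjusted values, limit read from the data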
# GC-A act: GC-A stimulated cGMP production enhancers – HEK293 GC-A cells, cGMP TR-FRET, EC30 ANP, primary screen | Atrial natriuretic peptide receptor 1 (Homo sapiens), P16066 | 0% at EC30 ANP, 100% saturating ANP | activation, % at 10 µM | 370,000 compounds, 0.14% hits | AID 1671463, 2021; in the data active = activation above about 40%
# ssDAF-12 act: S. stercoralis DAF-12 nuclear receptor activators, primary screen, cell-based, luminescence, HEK293, GRIP1 co-expression, lit1-tk-luc. activation, % at 6.8 µM. Nuclear hormone receptor DAF-12 (Strongyloides stercoralis). HEK293 ssDAF-12/GRIP1 lit1-tk-luc reporter; % of 3 µM dafachronic acid response. 370,000 compounds, 1% hits;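 active = activation above the mean over all tested compounds plus 3 SD, cut at about 0.9% in these data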;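 note: 0% = DMSO-only wells and 100% = 3 µM delta7-dafachronic acid wells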
# sPLA2-III inh: human group III sPLA2 inhibitors, primary screen, biochemical, QFRET, BODIPY PC-A2 liposome substrate | Group 3 secretory phospholipase A2 (Homo sapiens), Q9NZ20 | QFRET BODIPY PC-A2 liposome hydrolysis, fluorescence | inhibition, % at 12.2 µM | 370,000 compounds, 0.56% hits | AID 743126, 2013;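 active = inhibition above mean plus 3 SD of compounds lying within the high and low control bounds, cut at about 19% in these data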;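 note: 0% = median of test compound wells and 100% = no enzyme DMSO wells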
# Target sequence (Q9NZ20 whole entry, looked up): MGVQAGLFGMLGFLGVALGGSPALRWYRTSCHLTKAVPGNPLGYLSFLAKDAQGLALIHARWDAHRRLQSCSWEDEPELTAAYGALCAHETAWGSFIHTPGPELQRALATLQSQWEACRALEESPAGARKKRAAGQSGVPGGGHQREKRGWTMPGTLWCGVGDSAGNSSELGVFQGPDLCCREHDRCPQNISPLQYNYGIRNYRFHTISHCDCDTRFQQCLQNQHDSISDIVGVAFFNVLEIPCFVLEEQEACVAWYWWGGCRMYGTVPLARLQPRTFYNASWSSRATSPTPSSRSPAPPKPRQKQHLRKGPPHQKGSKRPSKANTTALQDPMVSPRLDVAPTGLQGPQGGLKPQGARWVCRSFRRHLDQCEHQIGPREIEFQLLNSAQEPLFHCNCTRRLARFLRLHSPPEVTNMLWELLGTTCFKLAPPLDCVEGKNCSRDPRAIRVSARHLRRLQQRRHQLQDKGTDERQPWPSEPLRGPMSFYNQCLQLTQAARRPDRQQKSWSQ
# DAX1 inh-2: DAX1 (NR0B1) inhibitors, primary screen, cell-based, HEK293, Gal4-DAX1, luciferase luminescence | 340,000 compounds, 0.99% hits | HEK293 Gal4-DAX1 luciferase reporter | AID 504766, 2011 | inhibition, % at 6.75 µM | Nuclear receptor subfamily 0 group B member 1 (Homo sapiens), P51843;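 active = inhibition above the mean over all tested compounds plus 3 SD, cut at about 4.2% in these data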;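 note: 0% = DAX1-transfected cells with DMSO and 100% = empty-vector control cells with DMSO; inhibition shows as a rise in luminescence from relieved DAX1 repression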
# Target sequence (P51843 207-470 limits assumed): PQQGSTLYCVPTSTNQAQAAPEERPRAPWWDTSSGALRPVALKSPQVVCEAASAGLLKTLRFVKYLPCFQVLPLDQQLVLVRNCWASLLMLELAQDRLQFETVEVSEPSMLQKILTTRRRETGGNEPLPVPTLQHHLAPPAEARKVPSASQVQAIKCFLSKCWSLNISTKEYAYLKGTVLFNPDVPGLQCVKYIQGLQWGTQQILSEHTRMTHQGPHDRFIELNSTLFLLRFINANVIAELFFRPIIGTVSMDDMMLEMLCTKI
# hgDAF12 agonist: H. glycines DAF-12 receptor agonists, primary screen, cell-based, luminescence, HEK293, GAL4 fusion, UAS-luciferase. Nuclear hormone receptor DAF-12 (Heterodera glycines), GAL4 fusion. HEK293 GAL4-hgDAF12 UAS-luciferase reporter, agonist luminescence; normalized to butyrate control. activation, % at 6.8 µM. 370,000 compounds, 1.8% hits. AID 687014, 2013;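 active = activation above a cutoff set at the mean of all screened compounds plus 3 SD, cut at about 10% in these data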;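 note: 0% = DMSO wells and 100% = sodium butyrate wells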
# Numbers without * were called inactive; · = not tested or not shown.
SMILES,FXN GAA850 act,SMARCA2 activ,hcDAF12 agonist,KLK7 zymogen act,DAX1 inh-1,NPR2 activator,GC-A act,ssDAF-12 act,sPLA2-III inh,DAX1 inh-2,hgDAF12 agonist
CC(=O)Nc1ccc(C2Nc3cc(C)c(C)cc3NC3=C2C(=O)CC(C)(C)C3)cc1 (configuration not stated),5.2,8,0.9,-1.5,0.1,-3,0,-1.2,3,0.1,1.6
Cc1cc2cc(CN(Cc3cccs3)S(=O)(=O)c3ccc4c(c3)OCCO4)c(=O)[nH]c2cc1C,1.1,-4,-1.4,-0.3,-0.4,1,4,-1.2,8,0.7,1.7
CCCC(c1nnnn1Cc1ccco1)N1CCN(C(=O)c2ccco2)CC1 (configuration not stated),1.2,-4,-1.1,0.7,-0.5,8,-3,-1.3,2,0.6,-1.3
CC1CCCC(NC(=O)COC(=O)c2cc(S(=O)(=O)N3CCCCC3)ccc2N2CCOCC2)C1C (configuration not stated),-0.2,-2,0.5,0.1,-0.3,5,-4,-1.6,-2,-0.6,-1.0
CCn1c(SCC(=O)Nc2ccc(OC)cc2)nc2c1c(=O)n(C)c(=O)n2C,-0.1,-3,-2.6,-0.5,-0.2,1,1,-0.8,8,-0.1,0.1
C=CCCCCCCCCC(=O)NNC1=CC(=O)CC(C)(C)C1,-0.9,-3,-1.6,-0.4,-1.0,-4,3,-0.9,8,0.4,0.7
COc1ccc(S(=O)(=O)N2CCCC(N(C)CCc3ccccc3)C2)cc1OC (configuration not stated),0.4,2,-2.3,-0.7,-0.6,0,-6,-0.8,-4,0.4,-0.9
O=S(=O)(c1ccccc1)N1CCN(c2cccc(Cl)c2)CC1,2.0,-4,-1.8,-0.3,-0.3,0,1,-1.9,0,-0.5,-2.5
Cc1ccc(C(=O)O)c(C(=O)Nc2nc3ccccc3s2)c1,0.4,-2,2.7,-0.7,0.8,4,4,0.1,-1,0.8,2.9
CC(=O)c1ccc(N/C=C/C(=O)c2ccc(Br)cc2)cc1,1.9,3,0.2,-0.2,0.4,-1,4,-0.7,-1,1.2,1.3
Cn1nnc(NC(=S)NC(=O)Cc2ccccc2)n1,2.5,-3,-0.3,0.1,-0.2,0,1,-0.7,3,·,1.4
Cc1ccc(Nc2nnc(SCC(=O)NC(Cc3c[nH]c4ccccc34)C(=O)O)s2)cc1 (configuration not stated),0.9,-2,2.8,0.4,1.3,2,5,0.3,-47,0.8,0.8
CS(=O)(=O)c1ccc2nnn(OCC(=O)Nc3cccc(C#N)c3)c2c1,-0.2,-1,-1.2,0.2,-0.9,-3,1,-1.3,1,3.8,-1.4
Cn1c(SCc2cccc(F)c2)nnc1-c1cnccn1,2.7,-2,3.1,0.1,-0.4,0,1,-0.6,7,0.9,3.3
Cc1ccccc1NC(=O)CSc1nnnn1C,1.1,-1,-1.2,0.7,0.0,3,-5,-0.6,2,-0.2,1.4
CCCC1CCC2(CCCN2CCOC(=S)Nc2ccccc2OC)CC1 (configuration not stated),·,·,-4.1,·,·,-3,-4,-2.0,13,·,-4.1
COc1ccc(CNC(=O)CC23CC4CC(CC(C4)C2)C3)cc1,4.7,-2,-3.1,-0.5,-0.1,6,-1,0.1,6,-1.0,4.8
COc1cccc(OCc2nnc(SCC(=O)OC3CCCCC3)n2C)c1,1.0,-4,-1.6,-0.1,-0.5,-1,3,-1.1,-13,0.4,-2.4
COc1ccc(OS(=O)(=O)c2c(C)noc2C)cc1,0.6,-1,-3.1,-0.3,-0.5,2,2,-0.9,1,1.5,0.6
COc1ccc(/C=N/N2C(=O)c3ccccc3C2=O)cc1,2.4,-2,-1.5,0.3,0.2,-5,-3,-0.8,10,-0.5,-0.9
c1ccc(C(Cc2nc(-c3ccccn3)no2)c2ccccc2)cc1,0.6,1,-1.5,0.4,-0.8,-5,-1,-1.5,-11,-0.1,2.8
C=CCNC(=O)N1c2ccccc2Sc2ccccc21,0.3,-1,0.3,0.0,-0.1,-2,-4,-1.4,-3,-0.9,-0.2
Cc1cc(OC(=O)c2ccc(S(=O)(=O)N(C)C)cc2)c([N+](=O)[O-])c(=O)[nH]1,0.4,0,-0.9,-0.8,-0.6,3,3,-0.7,8,1.3,0.1
Cc1nc(Sc2nnnn2-c2ccccc2)c(C#N)c(C)c1C,-1.7,0,-0.5,-0.2,-0.6,4,3,-1.8,-3,0.3,-0.8
S=C(Nc1ccc(Cl)c(Cl)c1)N1CCOCC1,1.1,-1,0.6,-0.4,-0.7,-5,2,-0.8,2,-0.8,1.2
COc1ccc(CN2C3CCC2CC(NC(=O)c2cc(OC)c(OC)c(OC)c2)C3)cc1 (configuration not stated),-1.0,-1,-1.2,0.1,-0.1,4,4,0.0,-2,0.6,-0.5
Clc1ccc(CSc2ncccn2)cc1,4.4,2,-0.1,-0.1,0.5,0,1,-1.2,13,0.8,0.7
COc1cc(NC(=O)CCc2c(C)noc2C)c(C(=O)O)cc1OC,1.4,-1,-1.0,0.0,-0.4,3,-1,-0.5,-4,0.6,-1.7
O=C(CCN1C(=O)C2CC=C(Cl)CC2C1=O)NCc1ccco1 (configuration not stated),-1.3,-2,-0.1,0.1,0.9,2,2,-1.0,0,0.7,0.1
O=C(COc1ccc(-n2cnnn2)cc1)Nc1ccc(F)c(F)c1F,-1.8,0,-1.4,-0.3,0.0,0,1,-1.1,2,0.4,-1.0
C=C(C)c1cccc(C(C)(C)NC(=O)NCCCN2CCCC2=O)c1,3.4,-1,-1.9,0.0,0.8,-3,-1,-1.7,3,0.4,-0.9
CCC(C)Nc1nc2c(c(=O)[nH]c(=O)n2C)n1CCCc1ccccc1 (configuration not stated),1.1,-1,-1.6,-0.2,0.5,6,12,-1.6,-1,2.0,-1.2
CN(c1ccccc1N(C)S(=O)(=O)c1ccccc1)S(=O)(=O)c1ccccc1,0.5,-2,-1.4,0.4,0.1,2,-3,-1.3,-1,0.4,-0.8
COc1ccccc1-c1noc(-c2ccccc2C(=O)Nc2ccccc2)n1,2.5,0,-0.5,0.2,0.0,1,-5,-0.8,8,-0.3,-0.7
CN(NC(=O)c1cccc(Cl)c1)c1nc(-c2ccccc2)nnc1C(F)(F)F,0.6,-1,0.2,-0.2,-0.1,5,-4,-0.4,-5,0.9,-1.6
COc1ccccc1NC(=O)CS(=O)(=O)c1cn(CC(=O)N2CCOCC2)c2ccccc12,-1.1,-1,-1.7,-0.3,-0.4,-1,3,-0.8,-2,-1.5,2.5
Cc1ccccc1-n1nc2c(c1NC(=O)CCCl)CSC2,1.3,-1,-0.6,0.4,0.1,3,-5,-1.5,-3,0.4,0.0
NC(=O)CSc1nnc(-c2cnccn2)n1-c1ccccc1,1.2,-4,-0.3,-0.9,1.3,-2,-1,-0.9,6,-0.6,-0.2
O=C(CSc1nc2ccc(Cl)cc2[nH]1)NC1CCCc2ccccc21 (configuration not stated),0.9,-5,-3.4,0.7,-0.4,-7,-9,-1.6,-22,-0.2,-7.1
O=C(Cn1cc([N+](=O)[O-])cn1)Nc1cccnc1,0.7,-1,0.3,0.2,-1.5,1,2,-1.7,1,0.3,-0.8
CC(C)Cc1nnc(NC(=O)c2ccncc2)s1,1.4,2,1.0,-0.4,-0.5,5,-4,-1.0,5,-0.8,-3.4
COc1ccc(N2C(=O)/C(=C/c3cccnc3)NC2=S)cc1,-1.2,-3,-0.7,0.8,0.4,-2,4,-1.4,7,-0.4,-1.1
CCOC(=O)CC1(NC(=O)c2cc(COc3cccc(OC)c3)on2)CCCCC1,0.9,-4,-3.7,-0.2,-0.7,-8,7,-1.6,-8,-0.1,-6.2
CNc1ncnc2c1ncn2[C@H]1CN(Cc2ccc(Cl)cc2)C[C@@H](CO)O1,-0.2,-2,-0.2,-0.1,0.3,0,0,-1.3,0,·,3.5
COc1cc2cc(C(=O)NCCc3c[nH]c4ccccc34)c(N)nc2cc1OC,·,-5,-0.7,7.9,-4.5,3,1,-0.8,-25,·,-5.7
CCc1c(C)sc2nc(C(C)C)nc(SCC(=O)N3CCc4ccccc4C3)c12,·,-3,0.5,-0.1,-0.2,-9,-2,-0.5,2,·,-0.1
Cc1nc(NC(=O)COC(=O)c2ccc(S(=O)(=O)N3CCc4ccccc4C3)cc2)c(Cl)cc1Cl,-0.8,1,-0.5,-0.1,0.3,-2,-1,-2.0,-3,-1.0,1.3
Cc1ccc(C)n1-c1ccc(-n2cnnn2)cc1,0.1,0,0.2,0.0,-0.1,0,0,-1.1,-9,0.6,1.0
CC(C)OCCCNC(=O)c1ccc(C2SCC(=O)N2Cc2ccco2)cc1 (configuration not stated),0.5,-1,-0.4,0.5,-0.4,0,-1,-1.0,-12,-0.3,1.1
Cc1cc(C)nc(SCC(=O)Nc2ncc(Cc3ccc(Cl)c(Cl)c3)s2)n1,0.0,-2,3.6,-0.8,-0.2,12,12,-1.3,-2,-0.4,-0.9
CCOC(=O)C1C(=O)C=C(c2ccc(C)cc2)CC1c1ccc([N+](=O)[O-])cc1 (configuration not stated),0.8,-5,-2.7,-0.3,-1.1,-3,-4,-1.2,9,-1.1,-4.0
Brc1ccc(OCc2ccccc2)c(CNCC2CCCO2)c1 (configuration not stated),0.0,0,-1.6,0.1,0.2,-17,-33,-2.0,-6,1.4,-0.7
Cc1nn(-c2cc(N3CCCC3)ccc2[N+](=O)[O-])c(=O)c2ccccc12,0.3,-1,-0.5,0.3,-0.2,1,1,-0.9,0,0.0,-1.8
CCN(c1ccccc1)S(=O)(=O)c1ccc(NC(=O)c2ccco2)cc1,1.5,4,1.5,0.4,-0.6,-2,-4,-1.8,-3,-0.7,-3.3

# Looked up by structure from above, two records:
SMILES,FXN GAA850 act,SMARCA2 activ,hcDAF12 agonist,KLK7 zymogen act,DAX1 inh-1,NPR2 activator,GC-A act,ssDAF-12 act,sPLA2-III inh,DAX1 inh-2,hgDAF12 agonist
CNc1ncnc2c1ncn2[C@H]1CN(Cc2ccc(Cl)cc2)C[C@@H](CO)O1,-0.2,-2,-0.2,-0.1,0.3,0,0,-1.3,0,·,3.5
CC(C)OCCCNC(=O)c1ccc(C2SCC(=O)N2Cc2ccco2)cc1 (configuration not stated),0.5,-1,-0.4,0.5,-0.4,0,-1,-1.0,-12,-0.3,1.1

# This is a random part of the collection. Share with any hit: about 6.7%.
